XiGFP reactiv = activators of inactive X chromosome reactivation, primary screen, imaging, XiGFP fibroblasts, GFP high-content imaging, set 2; XiGFP mouse fibroblasts, % GFP-positive cells imaging, 3 d; cells co-treated with 5-aza-dC sensitizer; scaled so ellipticine positive control = 100%; actives 0.055% (n = 360,000); activation, % at 7.58 µM;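 active = mean normalized replicate activation at least 10% and every replicate at or above 10%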;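 also: 0% = median of on-plate neutral control wells and 100% = ellipticine 6 µM median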
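Assay system: SV40-immortalized XiGFP fibroblast cells, line 68-5-11; buffer or medium: DMEM plus 5-aza-dC sensitizer; compound: one concentration, pinned; timing: compounds 3 days, fix/stain 15 min at room temperature; benchmarks: positive control ellipticine, 6 µM final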
ARNT TACC3 PPI = disruptors of ARNT/TACC3 protein interaction, primary screen, biochemical, AlphaScreen, single concentration; actives 0.66% (n = 390,000); AlphaScreen His-ARNT PAS-B/GST-TACC3 binding, luminescence; TACC3 fragment carries E629A point mutation; Transforming acidic coiled-coil-containing protein 3 (Homo sapiens), Q9Y6A5; inhibition, % at 9.99 µM;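 active = mean inhibition of replicates at least 50% and at least half of replicates each reaching 50%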;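 also: 0% = complete ARNT plus TACC3 wells and 100% = ARNT alone without TACC3; many hits fall short of the cut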
ERAP1 inh = human ERAP1 aminopeptidase inhibitors, primary screen, biochemical, single point, plate reader; Endoplasmic reticulum aminopeptidase 1 (Homo sapiens), Q9NZ08; recombinant ERAP1, Leu-AMC fluorescence, 60 min; inhibition, % at 10.7 µM; actives 0.15% (n = 340,000);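 active = mean replicate inhibition of at least 30%, or all replicates individually reaching that 30% level; inactive = mean below 30% and not every replicate reaching it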;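 also: 0% = neutral control wells and 100% = L-leucinethiol positive control wells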
esBAF inh = Bmi1 luciferase reporter increase in mESCs, primary screen, esBAF inhibitor project, mouse ES cells, Bmi1 luciferase knock-in, single point; 24 h; 100% = twice the neutral-well signal; reporter increase, % at 12.5 µM; actives 2% (n = 350,000); AID 602393, 2012; in the data active = activation above about 40%;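 also: 0% = median of the plate's neutral control wells and 100% = double that signal; a rise in the Bmi1 reporter signal indicates esBAF inhibition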
CFTR F508del cor = F508del CFTR correction, initial screen, CFBE line, single point | CFBE cells, YFP halide quenching; stimulated with forskolin plus potentiator P3; % fluorescence drop versus neutral controls | activity (quench increase), % at 7.58 µM | actives 0.36% (n = 350,000);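 active = mean added fluorescence quench of at least 8% versus neutral control, with both replicates also reaching 8%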;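 also: cells transiently co-express mutant CFTR-F508del with the halide-sensitive YFP; corrector assay measuring rescue of mutant channel to the surface after 24 h compound exposure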
RAD52 inh = RAD52 DNA annealing inhibitors, primary screen, biochemical, FRET, single point, set 2. actives 0.46% (n = 360,000). inhibition, % at 18.7 µM. recombinant RAD52 DNA annealing, FRET fluorescence. DNA repair protein RAD52 homolog (Homo sapiens), P43351. AID 651710, 2012;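 active = every replicate showing at least 50% inhibition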
GSIS activator = GLuc luminescence reporter in INS-1E cells, primary screen for activators of glucose-dependent secretion of insulin; AID 743287, 2014; actives 0.61% (n = 370,000); INS-1E GLuc reporter insulin secretion, 2-3 h; activation, % at 16.6 µM;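 active = lowest replicate activation of at least 40%, so every replicate reaches that level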;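 also: 0% = median of neutral control wells and 100% = median of IBMX positive control wells; some compounds called inactive have numbers as strong as hits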
RAD54 branch = inhibitors of human RAD54 branch migration, primary screen, biochemical, fluorescence, single point; inhibition, % at 10.4 µM; DNA repair and recombination protein RAD54-like (Homo sapiens), Q92698; actives 0.14% (n = 360,000); RAD54 Holliday junction branch migration, FAM/BHQ fluorescence;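 active = mean normalized replicate activity at least 40 and at least half of replicates scoring 40 or more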;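 also: 0% = median of neutral control wells and 100% = median of positive control wells; inhibitors cause a drop in the FAM fluorescence signal; in these data hits start at about 50%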
Target sequence (Q92698 whole entry, looked up): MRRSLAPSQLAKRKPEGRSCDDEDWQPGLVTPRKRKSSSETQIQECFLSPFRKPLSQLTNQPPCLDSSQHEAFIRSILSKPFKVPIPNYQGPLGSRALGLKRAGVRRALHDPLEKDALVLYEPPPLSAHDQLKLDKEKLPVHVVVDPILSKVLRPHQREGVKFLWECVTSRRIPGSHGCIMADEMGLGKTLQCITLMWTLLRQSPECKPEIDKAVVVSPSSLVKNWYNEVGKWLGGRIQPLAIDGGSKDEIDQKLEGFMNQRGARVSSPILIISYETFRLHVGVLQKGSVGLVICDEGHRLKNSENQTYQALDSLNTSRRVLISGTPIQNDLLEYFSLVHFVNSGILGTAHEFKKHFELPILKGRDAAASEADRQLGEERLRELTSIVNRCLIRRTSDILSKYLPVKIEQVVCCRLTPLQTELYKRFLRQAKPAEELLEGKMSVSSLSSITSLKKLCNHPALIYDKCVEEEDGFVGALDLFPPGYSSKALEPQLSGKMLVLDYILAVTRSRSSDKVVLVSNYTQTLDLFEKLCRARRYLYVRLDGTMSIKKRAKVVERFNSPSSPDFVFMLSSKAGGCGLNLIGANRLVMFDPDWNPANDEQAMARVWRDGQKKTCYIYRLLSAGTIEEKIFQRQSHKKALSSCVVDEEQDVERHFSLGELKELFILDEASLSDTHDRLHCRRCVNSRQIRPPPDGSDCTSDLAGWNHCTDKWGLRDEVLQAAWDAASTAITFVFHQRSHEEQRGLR
Numbers without * were called inactive; & = joins results of further samples.

`CC(C)C(=O)Nc1ccc2c(c1)C(=O)N(C)[C@@H]1CC[C@@H](CC(=O)NCCCN(C)C)O[C@H]1CO2` gave XiGFP reactiv 0.3, ARNT TACC3 PPI -2.5, esBAF inh 4.3, CFTR F508del cor -0.3, GSIS activator 4.7 and RAD54 branch 12.1.
For COc1ccc(NC(=O)c2ccc(NC(=O)COC(=O)c3cnc(C)cn3)cc2)cc1 the results were XiGFP reactiv 0.0, ARNT TACC3 PPI -18.4, ERAP1 inh 8.0, CFTR F508del cor 2.7, RAD52 inh -22.6, GSIS activator 11.9 and RAD54 branch 11.3.
Screening COc1ccccc1-c1cnc2c(c1)C(=O)N([C@@H](C)CO)C[C@@H](C)[C@H](CN(C)C(=O)c1cccnc1)O2 returned XiGFP reactiv 0.1&0.2, ARNT TACC3 PPI -2.7&-5.0, ERAP1 inh 4.5&5.5&-1.1, esBAF inh 0.5&-5.7&-1.1, CFTR F508del cor 0.4&4.5&-0.7, RAD52 inh -2.0&1.3&1.3, GSIS activator -3.3&14.2 and RAD54 branch -5.7&-7.7&-6.0.
C=CCN(CC=C)C(=S)NCCc1ccc(OC)c(OC)c1 was read as XiGFP reactiv 0.8, ARNT TACC3 PPI -23.5, GSIS activator 56.8 and RAD54 branch -1.0.
For O=C(NCc1ccccc1)C(c1ccc(Cl)cc1)N(C(=O)c1csnn1)C1CC1 (stereo not given) the results were XiGFP reactiv 0.0, ARNT TACC3 PPI -2.2, ERAP1 inh 0.2, esBAF inh 4.8, CFTR F508del cor 0.3, RAD52 inh -14.8, GSIS activator 7.9 and RAD54 branch -8.1.
`Cc1cc(=O)oc2cc(OCC(=O)OCC(=O)NC3CC3)ccc12` gave XiGFP reactiv 0.0, ARNT TACC3 PPI 2.1, ERAP1 inh 4.7, esBAF inh 5.5, CFTR F508del cor -0.3, RAD52 inh -13.6, GSIS activator -5.2 and RAD54 branch 5.2.
Screening COc1ccc(-c2c(-c3ccccc3)n(C)c3ccccc23)cc1 returned XiGFP reactiv 0.8, ARNT TACC3 PPI -1.0, ERAP1 inh -2.0, esBAF inh -10.1, CFTR F508del cor -1.3, RAD52 inh -72.7 and RAD54 branch 4.0.
CCc1c(C)sc(NC(=O)c2ccc(Br)o2)c1C(=O)OC was read as ARNT TACC3 PPI -3.7, esBAF inh 0.3, GSIS activator 1.5 and RAD54 branch 4.0.
Screening Cc1ccccc1-c1cc(=O)c2c(O)cccc2o1 returned XiGFP reactiv -0.2, ARNT TACC3 PPI 3.6, ERAP1 inh -1.2, esBAF inh 9.2, CFTR F508del cor 1.6, RAD52 inh -1.4, GSIS activator 6.8 and RAD54 branch -12.0.
COCc1ccc(C(=O)N2CCCC(C(=O)c3cc(F)ccc3F)C2)s1 (stereo not given) was read as XiGFP reactiv 0.2, ERAP1 inh 0.6, esBAF inh 3.5, CFTR F508del cor 3.5, RAD52 inh -2.1, GSIS activator -4.4 and RAD54 branch 4.4.
`C[C@H](CO)N1C[C@H](C)[C@@H](CN(C)S(=O)(=O)c2cn(C)cn2)Oc2cc(C3=CCCCC3)ccc2S1(=O)=O` gave XiGFP reactiv -0.6, ARNT TACC3 PPI 0.3, ERAP1 inh -0.6, esBAF inh 4.4, CFTR F508del cor -0.7, RAD52 inh 9.9, GSIS activator -16.7 and RAD54 branch -9.3.
For C=CCNC(=O)[C@@H]1[C@H]2C(=O)O[C@H](c3ccccc3)[C@H](c3ccccc3)N2[C@H](c2ccccc2OCCO)[C@@]12C(=O)N(C(=O)OCCOC)c1ccc(C#CC3(O)CCCCCC3)cc12 the results were ARNT TACC3 PPI -10.0, ERAP1 inh -3.4, CFTR F508del cor 3.1, RAD52 inh 24.8 and RAD54 branch 4.2.
`CC(C)NC(=O)Nc1ccc2c(c1)C(=O)N([C@H](C)CO)C[C@@H](C)[C@H](CN(C)S(=O)(=O)c1ccccc1)O2` gave XiGFP reactiv -0.9, ARNT TACC3 PPI -6.2, ERAP1 inh 1.0, esBAF inh 0.3, CFTR F508del cor 2.5, RAD52 inh 1.9, GSIS activator 5.9 and RAD54 branch 6.0.
C[C@H]1CCCCO[C@H](CN(C)C(=O)c2ccncc2)[C@@H](C)CN([C@@H](C)CO)C(=O)c2cc(NS(=O)(=O)c3cn(C)cn3)ccc2O1 was read as XiGFP reactiv -1.2, ARNT TACC3 PPI -4.8, ERAP1 inh -0.8, esBAF inh -1.4, CFTR F508del cor -0.1, RAD52 inh -5.4, GSIS activator 8.6 and RAD54 branch 2.5.
Screening CCN(c1ccccc1)S(=O)(=O)c1cc([N+](=O)[O-])ccc1N returned XiGFP reactiv 0.2, ERAP1 inh 0.2, CFTR F508del cor 1.0, RAD52 inh -0.7, GSIS activator -17.4 and RAD54 branch 6.4.
`O=C(CN1C(=O)c2ccccc2S1(=O)=O)Nc1cccc(S(=O)(=O)N2CCCCC2)c1` gave XiGFP reactiv 0.0, ARNT TACC3 PPI 2.2, ERAP1 inh -0.4, esBAF inh 0.7, CFTR F508del cor 4.5, RAD52 inh -50.2, GSIS activator 7.5 and RAD54 branch -3.2.
C[C@H](CO)N1C[C@H](C)[C@@H](CN(C)C(=O)C2CCCCC2)Oc2cc(C#CC3CC3)ccc2S1(=O)=O was read as XiGFP reactiv -0.9, esBAF inh 3.8, CFTR F508del cor -1.8 and GSIS activator -20.9.
`CC(C)OC(=O)c1c(NC(=O)c2cccs2)sc2c1CCCC2` gave ARNT TACC3 PPI -11.7, esBAF inh -5.8, GSIS activator -24.3 and RAD54 branch -10.8.
For C[C@@H]1CN([C@H](C)CO)C(=O)c2cc(NC(=O)c3ccncc3)ccc2O[C@@H](C)CCCCO[C@H]1CN(C)S(=O)(=O)c1ccc(F)cc1 the results were XiGFP reactiv 0.3, ERAP1 inh 0.2, CFTR F508del cor 1.8, RAD52 inh 12.2 and GSIS activator 10.7.
`Cc1ccc(S(=O)(=O)NCC(=O)N/N=C/c2ccccc2O)cc1` gave XiGFP reactiv 0.8, ARNT TACC3 PPI 41.6, ERAP1 inh -0.5, esBAF inh 1.0, CFTR F508del cor -0.4, RAD52 inh -9.2, GSIS activator -0.3 and RAD54 branch 4.4.
`O=C(COn1nnc2ccc(S(=O)(=O)N3CCOCC3)cc21)NCCc1ccccc1` gave XiGFP reactiv 0.0, ARNT TACC3 PPI -7.6, ERAP1 inh 1.3, esBAF inh -4.0, CFTR F508del cor -0.5, RAD52 inh -2.4, GSIS activator 6.9 and RAD54 branch -2.7.
`C[C@@H]1CN([C@@H](C)CO)S(=O)(=O)c2ccc(-c3ccc(F)cc3)cc2O[C@@H]1CN(C)C` gave XiGFP reactiv -0.2, ARNT TACC3 PPI 6.2, ERAP1 inh 0.6, esBAF inh -0.1, CFTR F508del cor 1.3, RAD52 inh -2.0, GSIS activator 11.6 and RAD54 branch -1.5.
Screening COc1cccc(CNc2nc3cc(-c4cccc(Cl)c4)sc3c(=O)n2C)c1OC returned XiGFP reactiv 0.0, ERAP1 inh 0.9, esBAF inh 1.7, CFTR F508del cor -1.0, RAD52 inh -11.9, GSIS activator 2.5 and RAD54 branch -0.1.
For Cc1ccc(NC2CCCN(C(=O)c3cc4ncccn4n3)C2)cc1C (stereo not given) the results were XiGFP reactiv 0.0, ARNT TACC3 PPI 3.3, ERAP1 inh 0.6, esBAF inh 1.1, CFTR F508del cor -0.4, RAD52 inh -5.1, GSIS activator -3.1 and RAD54 branch -4.9.
`C(=N\Nc1ccccn1)/c1cccnc1` gave XiGFP reactiv 0.2, ARNT TACC3 PPI 3.8, ERAP1 inh -0.2, esBAF inh 1.6, CFTR F508del cor -3.9, RAD52 inh -15.3, GSIS activator 18.9 and RAD54 branch -1.7.
`CC(/C=N/NC(=O)Cn1cnc2c1c(=O)n(C)c(=O)n2C)=C\c1ccco1` gave XiGFP reactiv 8.9, ARNT TACC3 PPI -2.2, ERAP1 inh 1.3, CFTR F508del cor -2.3, RAD52 inh -19.3, GSIS activator 0.5 and RAD54 branch -7.3.
COc1ccc2nc(Cl)c(C=O)c(N3CCOCC3)c2c1 was read as XiGFP reactiv 0.1, ERAP1 inh 1.9, esBAF inh -7.8, CFTR F508del cor 1.9, RAD52 inh 1.4, GSIS activator 1.0 and RAD54 branch 7.2.
Screening CC(C)NC(=O)Nc1ccc2c(c1)C(=O)N([C@H](C)CO)C[C@H](C)[C@H](CN(C)Cc1ccc(C(F)(F)F)cc1)O2 returned XiGFP reactiv -0.1, ARNT TACC3 PPI -5.1, ERAP1 inh 1.1, esBAF inh -0.3, CFTR F508del cor -0.9, RAD52 inh -13.7, GSIS activator 2.4 and RAD54 branch -6.2.
For O=C(NCC1CCCCC1)[C@@H]1[C@@H](CO)[C@@H]2Cn3c(ccc(-c4ccc(F)cc4)c3=O)[C@H]1N2 the results were XiGFP reactiv 0.0, ARNT TACC3 PPI -0.6, ERAP1 inh -0.2, esBAF inh 0.4, CFTR F508del cor -0.7, RAD52 inh 7.7, GSIS activator -8.2 and RAD54 branch -4.7.
Screening CCCCCN1C(C)=CC(=C(C#N)C#N)C=C1C returned XiGFP reactiv 0.5, ARNT TACC3 PPI -1.8, ERAP1 inh -1.0, CFTR F508del cor -0.4, RAD52 inh -10.0 and GSIS activator 4.2.
COc1ccc(C(=O)COC(=O)/C=C/c2ccc(S(=O)(=O)Nc3cccc(S(N)(=O)=O)c3)cc2)cc1 was read as XiGFP reactiv -0.1, ARNT TACC3 PPI -0.5, ERAP1 inh -0.1, esBAF inh 10.0, CFTR F508del cor 1.4, RAD52 inh -57.4 and GSIS activator -6.3.
O=C(Nc1ccc(N2CCOCC2)cc1N1CCOCC1)c1ccc(Cl)cc1 was read as XiGFP reactiv 0.4, ARNT TACC3 PPI -4.0, ERAP1 inh 3.7, esBAF inh -0.9, CFTR F508del cor 0.3, RAD52 inh -12.3, GSIS activator 1.8 and RAD54 branch 2.6.
`O=C(C[C@H]1C[C@@H]2c3cc(NC(=O)NC4CCCC4)ccc3O[C@@H]2[C@H](CO)O1)NCc1ccncc1` gave XiGFP reactiv 0.2, ARNT TACC3 PPI 4.4, ERAP1 inh -1.0, esBAF inh -0.2, CFTR F508del cor 1.3, RAD52 inh 3.7, GSIS activator -5.0 and RAD54 branch 11.1.
For Nc1nc2ccccc2n1S(=O)(=O)c1ccccc1 the results were XiGFP reactiv -0.1, ERAP1 inh -0.2, esBAF inh -0.9, CFTR F508del cor -2.0, RAD52 inh 3.3 and RAD54 branch 3.7.
For CC1CN(CCCOc2ccccc2-c2ccccc2)CC(C)O1 (stereo not given) the results were XiGFP reactiv 0.1, ARNT TACC3 PPI 0.4, ERAP1 inh 3.8, RAD52 inh 4.2 and GSIS activator -10.1.
`C[C@H](CO)N1C[C@H](C)[C@H](CN(C)S(=O)(=O)c2cn(C)cn2)Oc2ccc(NC(=O)Cn3cnnn3)cc2C1=O` gave XiGFP reactiv -1.2, ARNT TACC3 PPI -10.6, ERAP1 inh 0.0, esBAF inh -2.0, CFTR F508del cor -1.2, RAD52 inh -10.2, GSIS activator 9.1 and RAD54 branch 25.1.
